# SKN-1 inh: C. elegans SKN-1 inhibition. C. elegans VP596 Pgst-4::GFP/RFP ratio, acrylamide-induced, 24 h. inhibition, % at 21.8 µM. hit rate 0.49% among 360,000. AID 624304;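 active = interference check ratio from 0.5 to 1.5 plus GFP to RFP signal ratio inhibition reaching or exceeding a fixed threshold, cut at about 30% in these data, passing the limit was not always enough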; also: some compounds called inactive have numbers as strong as hits
# CendR NRP1 mod: alters CendR peptide binding to human NRP-1. O14786. FAM-RPARPAR peptide binding to NRP-1, fluorescence polarization. inhibition, % at 25 µM. hit rate 0.85% among 360,000;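 active = inhibition or corrected inhibition above about 18%, plus a signal ratio from 0.5 to 1.5, limit read from the data, passing the limit was not always enough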; also: strong numbers were not always called active
# Target sequence (O14786 whole entry, looked up): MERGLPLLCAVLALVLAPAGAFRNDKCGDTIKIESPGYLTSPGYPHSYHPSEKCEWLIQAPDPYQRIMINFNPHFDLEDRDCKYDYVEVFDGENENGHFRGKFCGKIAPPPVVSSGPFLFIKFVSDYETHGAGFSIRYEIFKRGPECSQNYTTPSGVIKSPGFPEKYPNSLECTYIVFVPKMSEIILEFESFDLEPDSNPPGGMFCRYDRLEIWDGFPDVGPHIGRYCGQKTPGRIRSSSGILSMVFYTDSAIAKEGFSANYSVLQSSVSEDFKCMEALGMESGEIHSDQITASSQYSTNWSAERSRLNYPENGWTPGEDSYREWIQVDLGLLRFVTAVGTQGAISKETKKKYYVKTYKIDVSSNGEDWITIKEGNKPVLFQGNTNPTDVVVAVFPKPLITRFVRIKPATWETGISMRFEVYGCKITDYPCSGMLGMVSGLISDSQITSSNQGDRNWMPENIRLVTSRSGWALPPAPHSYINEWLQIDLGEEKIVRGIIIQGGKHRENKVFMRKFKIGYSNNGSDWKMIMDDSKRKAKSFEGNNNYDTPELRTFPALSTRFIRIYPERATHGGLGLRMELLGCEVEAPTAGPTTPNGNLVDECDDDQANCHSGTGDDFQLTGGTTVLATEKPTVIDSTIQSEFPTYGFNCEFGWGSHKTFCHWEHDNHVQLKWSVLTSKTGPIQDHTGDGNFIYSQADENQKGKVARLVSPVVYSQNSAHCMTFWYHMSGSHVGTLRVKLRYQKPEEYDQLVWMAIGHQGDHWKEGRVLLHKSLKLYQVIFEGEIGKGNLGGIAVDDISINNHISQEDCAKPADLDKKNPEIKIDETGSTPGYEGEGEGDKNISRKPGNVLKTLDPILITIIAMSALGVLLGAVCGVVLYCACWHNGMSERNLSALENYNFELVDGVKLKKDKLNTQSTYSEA
# FAS TE block: inhibitors of human fatty acid synthase thioesterase domain | recombinant FAS-TE, OMFH fluorogenic substrate, fluorescence endpoint | hit rate 0.67% among 360,000 | P49327 | inhibition, % at 15 µM | AID 602261;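 active = compounds whose normalised, plate-corrected inhibition of enzyme fluorescence in the single-dose primary screen is 50% or more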;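 also: 0% = DMSO with enzyme and 100% = substrate without enzyme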
# bovine MsrA act: bovine methionine sulfoxide reductase A activation; AID 602163; hit rate 0.3% among 360,000; purified bovine MsrA, absorbance read-out; activation, % at 10.6 µM; in the data active = activation above about 7.5%;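 also: 0% = vehicle and 100% = reference activator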
# Rin1-Abl PPI inh: human Rin1-Abl interaction inhibition; AID 588664; hit rate 0.4% among 360,000; P00519+Q13671; TR-FRET Rin1/Abl binding, biochemical; inhibition, % at 7.35 µM; in the data active = inhibition above about 5%, passing the limit was not always enough
# Neddylation inh: blocks human cullin neddylation; P61081+Q13564; TR-FRET cullin neddylation, biochemical; calls only at 25 µM; hit rate 0.58% among 360,000; AID 651699; in the data active = inhibition above about 36%
# PABP1 MLLE inh: inhibitors of microRNA-mediated deadenylation, human PABP1 MLLE binding | P11940 | GST-MLLE / FITC-PAM2 fluorescence polarization | inhibition, % at 20 µM | hit rate 0.36% among 360,000; in the data active = inhibition above about 35%, passing the limit was not always enough;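 also: plate controls were DMSO wells with GST-MLLE for no effect and wells lacking GST-MLLE protein for full effect; some results filed as inactive read as strong as hits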
# MT1-MMP act inh: inhibitors of human MT1-MMP activation. P50281. HT1080 RFP-PRO-GFP cells, GFP/RFP ratio fluorescence, overnight; percent of plate control window, DMSO zero. GFP/RFP ratio change, % at 20 µM. hit rate 0.061% among 360,000;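 active = GFP/RFP ratio change of at least 30% with cell ATP level not reduced by more than half and red fluorescence within 50% of control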; also: strong numbers were not always called active
#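 Read-out: GFP/RFP fluorescence ratio; Test system: RFP-PRO-GFP reporter HT1080 cells; Compound dosing: single-point 20 µM compound, 1% DMSO; Times: overnight compound exposure at 37 °C.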
# E coli Lon inh: inhibitors of E. coli Lon protease | AID 602123 | inhibition, % at 7.94 µM | purified E. coli Lon protease, fluorescence polarization | P0A9M0 | hit rate 0.42% among 360,000; in the data active = inhibition above about 13%, passing the limit was not always enough;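 also: 0% = enzyme with probe and DMSO and 100% = no enzyme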
# Numbers without * were called inactive; i = inactive; · = no result given.
# Preview, 4 compounds:
# Order of values: SKN-1 inh, CendR NRP1 mod, FAS TE block, bovine MsrA act, Rin1-Abl PPI inh, Neddylation inh, PABP1 MLLE inh, MT1-MMP act inh, E coli Lon inh
COc1ccc(CCNc2oc(-c3ccccc3OC)nc2C#N)cc1
→ 15.1, 2.3, 11.0, 0.2, -5.5, ·, -29.8, -0.1, 0.3
Cc1cc(C)c2c(SC(C)C)nc(N)nc2n1
→ 2.3, -16.1, -4.3, -2.6, -1.9, i, -60.2, -50.0, -5.5
CC1(C)NC(=O)N(CC(=O)N2CCCC(C(F)(F)F)C2)C1=O (configuration not stated)
→ 5.0, -2.0, -5.2, -2.4, 0.0, i, -0.1, 1.7, -6.0
CCCCCCc1cc2cc(-c3nnc(-c4ccccc4)o3)c(=O)oc2cc1O
→ 4.4, -78.7, -25.4, -3.7, -0.6, ·, i, -445.9, -261.8

# Results, from the start:
# Order of values: SKN-1 inh, CendR NRP1 mod, FAS TE block, bovine MsrA act, Rin1-Abl PPI inh, Neddylation inh, PABP1 MLLE inh, MT1-MMP act inh, E coli Lon inh
COc1ccc(CCNc2oc(-c3ccccc3OC)nc2C#N)cc1
→ 15.1, 2.3, 11.0, 0.2, -5.5, ·, -29.8, -0.1, 0.3
Cc1cc(C)c2c(SC(C)C)nc(N)nc2n1
→ 2.3, -16.1, -4.3, -2.6, -1.9, i, -60.2, -50.0, -5.5
CC1(C)NC(=O)N(CC(=O)N2CCCC(C(F)(F)F)C2)C1=O (configuration not stated)
→ 5.0, -2.0, -5.2, -2.4, 0.0, i, -0.1, 1.7, -6.0
CCCCCCc1cc2cc(-c3nnc(-c4ccccc4)o3)c(=O)oc2cc1O
→ 4.4, -78.7, -25.4, -3.7, -0.6, ·, i, -445.9, -261.8
O=C(c1cccc(OC2CCN(Cc3cc(F)cc(F)c3)CC2)c1)N1CCCC1
→ -4.2, 2.5, -3.2, -14.0, 1.8, i, 0.1, 5.3, 2.4
COc1ccc(NC(=O)CCS(=O)(=O)c2ccc3c(c2)CCN3C(C)=O)cc1
→ 3.4, -7.6, -5.4, -1.8, 1.6, i, 4.5, 1.8, -4.6
Cc1ccc2occ(/C=C/C(=O)O)c(=O)c2c1
→ -17.8, -0.7, -7.5, -1.8, -0.7, i, 8.4, 0.3, 9.8
COc1ccc(C(=O)C2CCCN(Cc3ccc4nonc4c3)C2)cc1F (configuration not stated)
→ -6.5, 8.1, 22.2, -8.7, 3.4, i, 22.9, 3.8, -8.6
COc1ccc(-c2noc(CN(C)C(=O)CCCN3C(=O)[C@H]4CC=CC[C@H]4C3=O)n2)cc1
→ 21.9, -4.6, -2.9, -0.3, 3.2, i, 11.2, -1.1, -3.0
O=C(CCc1ccccc1)NCCC1=CCCCC1
→ 8.7, -1.3, 0.9, -3.0, -1.0, i, -5.6, 4.7, 1.0
COc1cccc(C2C3=C(CCCC3=O)Nc3nc(-c4cc(OC)c(OC)c(OC)c4)nn32)c1 (configuration not stated)
→ 16.2, -6.2, -2.9, -0.6, 4.3, i, -3.1, 4.8, -1.6
Cc1ccc(NCCC(=O)c2cccs2)cc1C
→ -2.9, 9.3, 5.9, -9.6, 2.0, i, 19.5, -6.4, 3.7
CCCC1CC(C)(C(=O)Cn2[nH]c(=O)ccc2=O)OC1=O (configuration not stated)
→ -0.8, -4.5, -12.0, -2.9, -1.0, i, 2.1, 1.6, -0.1
Cc1ccc(SCC(=O)N2c3ccccc3Sc3ccccc32)cc1
→ -0.7, -3.8, 32.5, 1.6, 5.8, i, 1.7, -5.0, -0.7
O=C(CC(C(=O)O)c1cccc(Cl)c1)c1ccccc1 (configuration not stated)
→ 10.8, 14.4, -7.7, 0.3, -0.1, i, 15.6, 0.1, -7.3

# Additional structures follow:
# Order of values: SKN-1 inh, CendR NRP1 mod, FAS TE block, bovine MsrA act, Rin1-Abl PPI inh, Neddylation inh, PABP1 MLLE inh, MT1-MMP act inh, E coli Lon inh
CCCn1c(CCl)nc2cc(S(=O)(=O)N3CCOCC3)ccc21
→ 12.5, 6.3, -11.6, -2.1, 3.4, i, 0.7, 1.7, -9.6
Cn1cccc1C(=O)OCC(=O)N1CCc2ccccc21
→ 13.8, 2.9, 4.8, -3.4, 2.1, i, -3.5, 0.0, 10.3
Cc1cc(C(=O)N2CCN(C(c3ccccc3)c3ccccc3)CC2)no1
→ 17.1, 2.8, 15.7, 0.5, 2.4, i, 14.5, -6.7, 1.8
Cc1ccc(CNC(=O)CN(c2ccc(C)cc2)S(=O)(=O)c2c(C)nn(C)c2C)cc1
→ 4.1, 0.2, -1.0, -2.9, -0.8, i, 9.9, -0.1, 6.2
CS(=O)(=O)c1ccc(-c2cc(NC=O)c3ncc(-c4ccc(F)cc4)n3c2)cc1
→ 7.3, -18.9, 35.5, -2.0, 2.8, i, -12.2, -15.6, -39.2
COC(=O)c1cc(NC(=O)C2(S(=O)(=O)c3ccc(C)cc3)CC2)cc(C(=O)OC)c1
→ 2.4, -5.3, 5.2, -0.3, -2.6, i, 12.9, 3.1, 4.2
Oc1cccc2c(-c3nn[nH]n3)ccnc12
→ 10.4, -4.1, -11.9, -0.8, -2.3, i, 19.6, 4.0, -0.3
N#Cc1c2ccc(OCC(=O)NCc3ccco3)cc2n2ccccc12
→ 0.9, -10.2, -0.2, -0.5, -2.4, ·, 11.3, 0.6, 0.8
COc1ccc(OC)c2c1cc(C(=O)N[C@H](C(=O)N1CCC[C@H]1C(=O)O)C(C)C)n2C
→ 12.6, 1.3, -8.5, -9.6, -0.1, ·, 9.0, 13.0, -3.4
CC(/C=N/NC(=O)Cn1cnc2ccccc21)=C\c1ccccc1
→ -2.4, -3.3, 0.3, -7.1, -0.9, i, -5.0, 0.0, -2.0
O=C(CN1N=C(C(F)(F)F)CC1(O)c1ccc([N+](=O)[O-])cc1)c1ccccc1 (configuration not stated)
→ -1.4, 11.4, 18.6, -2.6, 3.5, i, 5.5, 1.6, 4.7
Cc1ccccc1-n1ccnc1SCC(=O)O
→ 14.7, 15.6, -8.5, 1.8, 0.8, i, 2.8, -6.2, 3.7
O=C(OCc1c(-c2ccccc2)ncc2ccccc12)c1cccs1
→ 3.1, 3.2, 33.0, -13.4, 3.8, i, -15.0, 4.0, -4.7
CN(CC(=O)N(C)CC(=O)Nc1c(Cl)cccc1Cl)Cc1ccccc1F
→ 9.0, -10.7, -8.0, -2.4, 2.5, i, -40.9, 2.8, 0.8
O[C@H]1C[C@H](c2ccc(Cl)cc2)N(CC2CCCCC2)C[C@@H]1n1cc(C2CC2)nn1
→ 13.0, 1.2, 58.7*, 2.4, -1.2, i, 4.0, -7.2, -1.9

# Other records follow.
# Order of values: SKN-1 inh, CendR NRP1 mod, FAS TE block, bovine MsrA act, Rin1-Abl PPI inh, Neddylation inh, PABP1 MLLE inh, MT1-MMP act inh, E coli Lon inh
COc1ccc(C(=O)COC(=O)c2nc3nccc(C)n3n2)cc1F
→ 1.6, -11.2, -1.5, -2.7, -0.4, i, -11.7, -0.7, -9.1
COc1ccc(N/C=C(\C2OC(=O)c3ccccc32)[N+](=O)[O-])cc1 (configuration not stated)
→ -4.4, -13.2, -0.3, -3.7, -0.4, i, 30.3, 0.4, -3.1
COc1cccc(NC(C)C(=O)N2CC(C)OC(C)C2)c1 (configuration not stated)
→ 12.7, -12.2, -8.3, -2.1, -2.3, i, 13.6, 1.9, -2.7
CC(=O)NS(=O)(=O)c1cccnc1Nc1cccc(Cl)c1C
→ 1.0, -13.7, -11.0, -1.6, -0.6, i, -8.2, 1.7, 0.3
Cc1ccc(NC(=O)C2Cc3ccccc3O/C2=N\O)cc1C (configuration not stated)
→ -16.4, -4.4, -13.0, 2.9, 2.1, i, 6.6, 0.2, -3.5
CCC(=O)NC(=S)Nc1ccccc1F
→ 2.7, -4.8, 3.1, -13.5, 0.1, i, 14.4, 5.6, 5.4
C#Cc1cccc(C(=O)N2CCCC(CCC(=O)NCc3ccccc3F)C2)c1 (configuration not stated)
→ 3.9, 5.9, -7.4, -8.2, -2.7, i, -4.8, 3.4, -7.9
CCC1(C)NC(C(=O)O)Cc2c1[nH]c1ccccc21 (configuration not stated)
→ 7.6, -8.1, -3.6, 2.7, -1.1, i, 3.7, -2.6, -2.7
COc1ccc(OC(=O)c2cccc([N+](=O)[O-])c2)c(C(=O)/C=C/c2cccs2)c1
→ 4.3, -11.2, 12.2, -6.2, 3.5, i, -8.5, -2.3, 2.8
COc1ccc(N2CCN(C(=O)CN3CCN(C(c4ccccc4)c4ccccc4)CC3)CC2)cc1
→ 13.2, 0.2, 15.0, -2.1, 0.5, i, 14.1, -9.3, 2.4
O=C(C1=C[C@@H](C2CC2)C[C@@H](OCc2ccc(CO)cc2)O1)N1CCOCC1
→ 8.0, 2.9, -4.4, -0.2, 0.6, i, 3.3, 4.9, -6.4
Cc1ccccc1CSc1nc2ccccc2c(=O)n1C
→ -9.8, 7.3, 24.8, -1.7, -1.1, i, -9.5, -7.9, -3.8
O=C(Nc1ccc2c(c1)N(Cc1ccccc1)C(=O)c1ccccc1S2)NC1CC1
→ 11.3, 4.4, 13.6, -2.3, -1.2, i, 15.5, -0.6, 2.3
O=C(CSc1nncn1-c1ccccc1F)NC1CC1
→ 8.4, 5.0, -4.5, -1.0, 3.9, i, -25.0, 0.1, -12.6
O=C(OCCN1CCOCC1)c1ccccc1Cl
→ -1.8, 0.9, -4.6, -9.8, 1.3, i, 1.3, 3.4, 13.3

# 5 entries drawn at random from the list so far:
# Order of values: SKN-1 inh, CendR NRP1 mod, FAS TE block, bovine MsrA act, Rin1-Abl PPI inh, Neddylation inh, PABP1 MLLE inh, MT1-MMP act inh, E coli Lon inh
O=C(OCCN1CCOCC1)c1ccccc1Cl
→ -1.8, 0.9, -4.6, -9.8, 1.3, i, 1.3, 3.4, 13.3
O=C(CSc1nncn1-c1ccccc1F)NC1CC1
→ 8.4, 5.0, -4.5, -1.0, 3.9, i, -25.0, 0.1, -12.6
COc1ccc(OC(=O)c2cccc([N+](=O)[O-])c2)c(C(=O)/C=C/c2cccs2)c1
→ 4.3, -11.2, 12.2, -6.2, 3.5, i, -8.5, -2.3, 2.8
COc1ccc(N/C=C(\C2OC(=O)c3ccccc32)[N+](=O)[O-])cc1 (configuration not stated)
→ -4.4, -13.2, -0.3, -3.7, -0.4, i, 30.3, 0.4, -3.1
CCC1(C)NC(C(=O)O)Cc2c1[nH]c1ccccc21 (configuration not stated)
→ 7.6, -8.1, -3.6, 2.7, -1.1, i, 3.7, -2.6, -2.7

# Going on with the list:
# Order of values: SKN-1 inh, CendR NRP1 mod, FAS TE block, bovine MsrA act, Rin1-Abl PPI inh, Neddylation inh, PABP1 MLLE inh, MT1-MMP act inh, E coli Lon inh
CCn1c(Cc2cccs2)nnc1SCC(=O)NC(C)(C)C
→ -7.4, 10.3, -5.1, -2.4, 0.0, i, 4.5, 0.2, 6.8
COCCNc1nc(-c2cc(C)n(CCc3ccc(OC)cc3)c2C)cs1
→ 17.4, -43.6, -88.8, -3.1, 3.8, i, -60.6, 4.6, -21.5
CCc1noc(C)c1C(=O)N1CCN(S(=O)(=O)c2ccc(Cl)cc2)CC1
→ 0.3, 5.8, 0.3, -0.2, 0.8, i, -2.0, -3.0, -0.5
O=C(NCCc1ccccc1)c1ccc(-c2ccc(F)cc2)o1
→ 3.6, -6.1, 8.9, -13.4, -0.2, i, -4.8, ·, -5.8
CN(C(=O)COC(=O)c1ccc2c(=O)n3c(nc2c1)CCC3)C1CCS(=O)(=O)C1 (configuration not stated)
→ 0.3, -10.7, -2.6, -1.5, -2.8, i, 5.3, 2.8, 4.5

# Screening data as filed in PubChem BioAssay.
